# Assay outcomes (PubChem BioAssay)
# D1 antagonist – blocks dopamine activation of the human D1 receptor. P21728. HEK293 TREx D1 cells, calcium flux, dopamine EC80; stronger effect = lower value. activity change, negative = inhibition, % at 10 µM. actives 3.2% (n = 360,000); in the data active = activity change below about -30%; note: % is set by controls: 0 for no effect and ±100 for the full control effect
#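 Inducible Hek293 Trex D1 cells (tetracycline, overnight, 30 C). Calcium dye 30–90 min RT. Antagonist mode: EC80 dopamine added after 180 s compound read.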
# D2 ag – D2 dopamine receptor (human) agonism | P14416 | HEK293 T-REx D2 cells, calcium flux agonist mode | activation, % at 2 µM | actives 0.53% (n = 340,000) | AID 485358;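 active = activation over 3 SD above normal in the single-dose calcium agonist read, cut at about 30% in these data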; note: 0% is about no effect
# Target sequence (P14416 whole entry, looked up): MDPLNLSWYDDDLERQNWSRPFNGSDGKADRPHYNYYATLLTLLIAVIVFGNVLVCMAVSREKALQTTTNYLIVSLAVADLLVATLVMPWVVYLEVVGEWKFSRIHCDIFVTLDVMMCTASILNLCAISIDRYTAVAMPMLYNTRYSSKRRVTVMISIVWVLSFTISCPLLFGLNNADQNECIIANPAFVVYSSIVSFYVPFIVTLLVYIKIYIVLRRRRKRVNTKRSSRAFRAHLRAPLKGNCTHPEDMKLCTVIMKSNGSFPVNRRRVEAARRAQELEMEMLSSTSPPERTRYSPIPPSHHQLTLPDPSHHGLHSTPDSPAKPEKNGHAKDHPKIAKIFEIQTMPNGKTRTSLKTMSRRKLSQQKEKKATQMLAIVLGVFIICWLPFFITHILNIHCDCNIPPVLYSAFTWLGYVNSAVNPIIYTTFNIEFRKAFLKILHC
#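 Tetracycline-induced HEK293 Trex cells with D2 receptor force-coupled to calcium signaling, plated overnight at 30 C and loaded with no-wash calcium dye. Calcium flux read kinetically for 180 s after compound addition; responses flag agonists.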
# D2 antag – antagonists of human D2 dopamine receptor; inhibition, % at 10 µM; actives 2% (n = 340,000); P14416; HEK293 TREx D2 cells, calcium flux, dopamine EC80; in the data active = inhibition above about 30%; note: 0% is about no effect
#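 Calcium mobilization kinetics were recorded at 1 s intervals in tetracycline-induced HEK293 T-REx D2 cells, first for 180 s after compound addition and then 180 s after EC80 dopamine.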
# D1 ag – human D1 receptor agonism; HEK293 T-REx D1 cells, calcium flux, agonist mode; AID 504660; actives 1% (n = 360,000); activation, % at 2 µM; note: 0% is about no effect
#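 Inducible HEK293 T-REx D1 cells, force-coupled to calcium signalling, were plated at 4000 cells/well with tetracycline and held overnight at 30 C. After no-wash calcium dye loading, compound-evoked calcium rise over 180 s flagged agonists.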
# TRHR ag – activates the human TRH receptor | TRHR cells, calcium flux fluo-8, FDSS agonist mode | actives 0.18% (n = 360,000) | activation, % at 2 µM | P34981; note: 0% is about no effect
# Target sequence (P34981 whole entry, looked up): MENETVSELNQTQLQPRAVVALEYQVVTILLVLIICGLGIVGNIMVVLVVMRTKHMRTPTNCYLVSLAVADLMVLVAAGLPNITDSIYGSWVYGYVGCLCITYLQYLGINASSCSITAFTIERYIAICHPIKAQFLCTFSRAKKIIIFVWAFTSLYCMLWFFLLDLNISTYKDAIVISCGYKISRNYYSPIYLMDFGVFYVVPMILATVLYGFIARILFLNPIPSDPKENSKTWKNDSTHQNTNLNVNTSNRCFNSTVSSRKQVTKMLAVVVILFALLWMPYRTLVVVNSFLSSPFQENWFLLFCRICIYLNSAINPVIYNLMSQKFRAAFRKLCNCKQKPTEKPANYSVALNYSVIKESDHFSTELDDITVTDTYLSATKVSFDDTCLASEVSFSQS
#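 TRHR-expressing cells, plated overnight in medium with 10% serum, were loaded with fluo-8 calcium dye at room temperature. After a 10 s baseline, library compound was pin-added and calcium release was recorded kinetically (ex 480/em 530) as agonist response.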
# RXFP1 antagonist – antagonists of human relaxin receptor RXFP1; Q9HBX9; HEK293-RXFP1, relaxin-stimulated cAMP HTRF, 30 min; stronger effect = lower value; AID 1259400; activity change, negative = inhibition, % at 57.5 µM; actives 0.59% (n = 350,000);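 active = activity change of -60% or lower, but not beyond a set lower limit; inconclusive = change between -60% and -40%, or beyond the set limit; inactive = change above -40%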; note: % is set by controls: 0 for no effect and ±100 for the full control effect
# D1 potentiator – human D1 dopamine receptor positive modulation. AID 504651. HEK293 TREx D1 cells, calcium flux, dopamine EC20 potentiation. potentiation, % at 10 µM. actives 0.036% (n = 360,000). P21728; in the data active = potentiation above about 30%; note: 0% is about no effect
# TRHR enhancer – allosterically enhances the human TRH receptor | TRHR cells, fluo-8 calcium fluorescence, EC20 TRH enhancement | enhancement, % at 2 µM | actives 0.66% (n = 360,000); in the data active = enhancement above about 30%; note: 0% is about no effect
#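 Enhancer read-out: after compound pinning and an initial kinetic agonist-mode read, an EC20 of TRH (10 nM final) was injected and fluo-8 calcium signal (Ex 480/Em 530) followed at 1 s/cycle for 100 cycles in TRHR-expressing cells.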
# D2 PAM – positive allosteric modulators of human D2 dopamine receptor; P14416; HEK293 T-REx D2, calcium flux, EC20 dopamine potentiation; potentiation, % at 10 µM; actives 0.34% (n = 340,000);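 active = potentiation over 3 SD above the plate norm, cut at about 30% in these data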; note: 0% is about no effect
#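 Tetracycline-induced HEK293 T-REx cells force-coupled to calcium signalling expressed D2; compounds were pin-added after a 10 s baseline, read kinetically 180 s, then an EC20 dopamine challenge followed with a further 180 s calcium read.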
# * = called active by the depositor; u = inconclusive; x = not tested or not shown. Cut-off read from the data, not from the text of the source, unless noted: active = activation above about 30%; inactive = the rest.
SMILES,D1 antagonist,D2 ag,D2 antag,D1 ag,TRHR ag,RXFP1 antagonist,D1 potentiator,TRHR enhancer,D2 PAM
O=C(NCCc1ccccc1)C1CCN(Cc2cc3ccccc3n2Cc2ccccc2)CC1,5,-0.1,x,1,0.2,-11,-1,6,3
COc1ccc(N(CC(=O)NC2CC3CCC2C3)S(=O)(=O)c2ccc(C)cc2)cc1OC (stereo not drawn),-11,-1.0,2,3,-1.9,-37,-6,-1,2
CCCCOc1ccc(/C=C/C2=CC(C)(C)NC(=S)N2)cc1OCC,-27,x,x,-2,0.6,-11,7,-25,x
O=C(Cn1ncc2c(=O)oc3ccccc3c21)NCCCN1CCCC1=O,4,2.7,-14,1,0.5,-10,2,-6,9
Cc1ccc(N2C(=O)C(Cl)=C(NCc3ccccc3)C2=O)c(C)c1,-13,-0.3,-3,8,-0.2,-29,-6,15,13
CCOC(=O)c1[nH]c(C)c(CCC(=O)NCc2ccc(OC(C)C)cc2)c1C,-11,0.0,x,-1,-0.3,-17,-1,-10,4
O=C1c2ccccc2C(=O)N1CCc1nc(-c2ccncc2)no1,-10,1.8,1,5,0.2,-5,-8,-4,4
Cc1ccc2nc(-c3ccncc3)c(Nc3ccccc3C)n2c1,-18,x,x,-1,-0.9,-9,-1,5,-2
CCOC(=O)[C@H]1[C@H]2COc3ccc(Cl)cc3[C@@H]2N2C(=O)CN(Cc3ccccc3)C(=O)[C@@]12C,x,-0.2,-14,4,0.0,x,1,-6,-16
Cc1nn(C(=O)c2cccs2)c(N)c1-c1ccccc1,34,1.7,0,0,0.7,-36,2,3,5
O=C(NCC1COc2ccccc2O1)C1CCCN(S(=O)(=O)c2cnc[nH]2)C1 (stereo not drawn),15,-1.4,1,2,-1.7,x,-4,5,24
CC(C)CN1CCC(=O)N(CCSc2ccccc2)CC1,-2,-0.5,-11,0,-0.3,x,-7,-7,1
CN(C)C(CNS(=O)(=O)c1ccc(Br)cc1)c1cccnc1 (stereo not drawn),-5,0.5,20,1,0.5,6,-5,-3,0
Cc1ccc(/C=C/C(=O)c2ccccc2O)cc1,-5,-1.2,-3,1,0.0,-5,1,1,3
Cc1ccc(-n2c(SCC(N)=O)nnc2-c2ccccn2)cc1,20,-0.3,-16,0,0.0,-7,3,1,1
CC(=O)C1=C(O)C(=O)N(c2ccc(Br)cn2)C1c1ccc(F)cc1 (stereo not drawn),9,-0.5,6,2,0.0,-23,2,-1,7
O=C(Nc1ccc(N2CCCCC2)cc1)C(Cl)c1ccccc1 (stereo not drawn),1,0.4,6,8,-2.7,-5,0,2,8
CCOc1ccc(N(C)S(=O)(=O)c2c[nH]c(C(=O)OC)c2)cc1,-2,0.2,7,5,0.3,7,-4,0,-6
Cc1cc(N2CCN(C)CC2)nc2ccc(NC(=O)c3cccnc3Cl)cc12,2,0.8,8,2,0.0,1,30*,-4,4
COc1ccc(CNC(=O)CN(C(=O)CCC(=O)Nc2ccccn2)c2ccccc2OC)cc1,10,0.3,0,4,-0.1,2,0,-1,-3
Cc1cc(C)c(NC(=O)C(C)n2c(=O)c(C(F)(F)F)nc3ccccc32)c(C)c1 (stereo not drawn),4,0.0,x,6,-0.2,x,1,-2,11
O=C(Cc1ccccc1)Nc1cccc([N+](=O)[O-])c1,6,0.0,6,3,-0.1,-7,-4,-2,2
COc1ccc(C2C3=C(N=C4SCC(=O)N42)c2ccccc2CC3)cc1OC (stereo not drawn),15,0.7,-1,0,0.4,-1,-4,-6,0
CC1CCC(N2CCN(c3ccc([N+](=O)[O-])cc3)CC2)CC1 (stereo not drawn),-12,0.2,-4,2,0.2,-23,-13,-10,-9
CCn1c(SCC(=O)NCC2CCCO2)nnc1-c1ccccc1OC (stereo not drawn),-4,0.7,0,1,0.1,4,-5,5,-3
# Following part
SMILES,D1 antagonist,D2 ag,D2 antag,D1 ag,TRHR ag,RXFP1 antagonist,D1 potentiator,TRHR enhancer,D2 PAM
COc1ccc(CCNC(=O)c2ccc3c(c2)sc2nc(-c4ccc(C)cc4)cn23)cc1OC,-5,-0.4,x,0,0.2,-11,-2,-5,9
COc1ccccc1NC(=O)COC(=O)c1c[nH]c(=O)[nH]c1=O,-9,-0.4,-5,5,1.0,2,-5,5,8
O=C(COC(=O)c1cc[n+]([O-])cc1)Nc1ccc([N+](=O)[O-])cc1C(F)(F)F,-3,-0.4,5,15,0.3,1,-7,8,20
C/C(=N/Oc1nc(C)cc(C)n1)c1ccc(Cl)cc1Cl,-9,-0.4,0,3,-0.7,-16,0,-10,5
CCOC(=O)c1c(CN(C)C)n(-c2ccccc2)c2cc(Br)c(OC)cc12,5,0.3,-7,6,0.1,-35,-4,-3,2
c1ccc(-c2nnc(SCc3cn4ccsc4n3)o2)cc1,-7,-0.3,-19,7,0.0,16,-5,6,3
Cc1cc(=O)c2ccccc2n1CC(=O)NCc1ccccc1,-11,-0.5,5,3,0.2,x,-1,2,-17
COc1ccc(CC(=O)NCc2nnc(SCC(=O)Nc3ccccc3)n2C)cc1,0,-0.1,-12,-1,0.2,-1,0,1,-2
CC(=O)c1cccc(Nc2nc(N3CCOCC3)nc(N3CCOCC3)n2)c1,-6,-0.2,-7,3,-0.9,u,1,-8,-13
CCCC(C(=O)O)n1c(O)c(C=C2N=c3ccccc3=N2)sc1=S (stereo not drawn),-13,-1.1,-15,3,-0.1,-61*,-12,-1,-4
COc1ccc(S(=O)(=O)N2CCC(Nc3ccccc3Cl)CC2)cc1,-10,-1.7,1,3,-0.9,-10,-3,-3,-2
COc1ccc(CCN(C)Cc2c(O)ccc3ccccc23)cc1OC,-8,0.2,6,3,-0.5,-7,-12,11,-3
CCCCNC(=S)NNC(=O)c1ccc2c(c1)OCO2,2,1.5,3,2,0.7,4,8,2,3
CC(OC(=O)c1ccccc1C(=O)N(C)c1ccccc1)C(=O)Nc1ccccc1[N+](=O)[O-] (stereo not drawn),-16,-0.1,12,1,0.1,-1,5,-6,-1
Cc1ccc(S(=O)(=O)Nc2ccc(N3CCOCC3)cc2)cc1C,-13,1.0,-9,7,0.1,-19,x,11,-1
CC(=O)Nc1ccc(-c2csc(NCc3ccco3)n2)cc1,-3,-0.1,-3,-1,0.4,-5,-10,16,21
CC/C(=N\NC(C)=O)c1ccc(OC(F)F)cc1,28,0.2,4,-3,-0.7,x,-1,2,4
CCSc1nnc(-c2ccccc2N=Cc2c(C)[nH]n(-c3ccccc3)c2=O)c(=O)[nH]1,-16,-1.3,9,1,-1.2,-13,-10,1,-3
CC(C)CC1CC(C)(c2csc(NNC(=O)c3ccccc3)n2)OC1=O (stereo not drawn),-11,0.1,1,9,13,11,-4,-1,9
CCCCCCCCCCSc1n[nH]c(NC(C)=O)n1,-41*,x,x,0,0.5,8,-9,0,x
Cc1ccc(Cl)cc1-n1ncc2c(Nc3cccc(C)c3C)ncnc21,4,4.0,x,57*,4.8,-12,-2,5,5
Cc1nc2ccn(Cc3cccs3)c(=O)c2cc1C(=O)N1CCN(c2ccccc2)CC1,9,-0.7,x,2,0.1,-18,-3,4,1
CNC(=S)N/N=C/c1cc(Br)c(OCc2ccncc2)c(OC)c1,9,-1.6,-2,6,-0.7,-2,5,-2,-2
COc1ccc(NC(=O)c2csnn2)cc1,6,1.1,x,0,0.6,-6,0,-4,x
Cc1ccccc1C(=O)N1CCN=C1SCc1ccc([N+](=O)[O-])cc1,0,0.2,17,9,0.4,5,-5,2,-1
# Later entries.
SMILES,D1 antagonist,D2 ag,D2 antag,D1 ag,TRHR ag,RXFP1 antagonist,D1 potentiator,TRHR enhancer,D2 PAM
O=C(NC(=S)Nc1ccc(N2CCOCC2)cc1)c1cccc(Cl)c1Cl,-18,-0.3,-14,1,0.5,12,-3,5,-14
CCC(=O)Oc1c(C(=O)CC)cc2c(C)cc(=O)oc2c1C,-26,-0.3,9,1,-0.3,x,-8,-3,0
COc1ccc(-c2csc(N3C(=O)C4C5c6ccccc6C(c6ccccc65)[C@@H]4C3=O)n2)cc1 (stereo partly drawn),2,0.8,-6,7,1.0,-6,1,-1,-6
CCOC(=O)Cc1csc(SCC(=O)Nc2cccc(Cl)c2)n1,-26,-1.1,-27,12,1.1,0,-3,-11,-15
S=C(Nc1ccccc1Cl)Nc1ccc(Cl)cc1Cl,-6,0.0,-3,0,1.1,-3,-4,0,-3
Cc1ccc(SCC(=O)Nc2ccc(F)cc2[N+](=O)[O-])cc1C,3,-0.5,-16,1,-0.3,-10,-6,23,-2
O=C(NCc1nc2ccccc2[nH]1)c1c(F)cccc1F,1,-0.9,x,0,0.8,x,-4,-2,-7
CCOc1ccc(Nc2c(S(=O)(=O)c3ccccc3)cnc3ccccc23)cc1,18,1.4,x,2,0.5,-1,-5,-17,-20
CCc1nnc(N/N=C/c2cc(C)c(C)cc2C)n1N,0,0.4,3,5,0.0,12,-4,-15,0
O=C(CSc1nc2ccccc2c(=O)n1-c1ccccc1)N1CCCc2ccccc21,-9,x,x,4,0.5,-2,-4,0,x
CCn1c(N)nc2ccccc21,7,1.0,-17,1,-0.3,2,-2,10,-4
CC(C)c1ccc(CNC(=O)c2ccc(N3CCCC3)c(NC(=O)NCc3ccc(F)cc3)c2)cc1,7,1.3,x,0,0.0,-11,2,-1,7
CCCN(CCC)C(=O)CCS(=O)(=O)c1cccc2nsnc12,4,-0.6,-22,1,-0.3,-8,4,0,2
Cc1ccc(/C=N/NC(=O)c2csc(C)c2)o1,-14,-0.2,-6,-2,-0.3,-1,-14,-5,5
COCCNC(=O)c1cccc(OC2CCN(C(C)COc3ccccc3)CC2)c1 (stereo not drawn),-23,45*,25,0,-0.2,-4,-11,-2,-15
CCOC(=O)N1CCN(S(=O)(=O)N2CCCC(C(=O)NCCc3ccc(OCC)c(OCC)c3)C2)CC1 (stereo not drawn),-4,-0.2,-7,-1,0.4,-13,-7,7,7
